AGP1 TOR yeast – modulators of AGP1-GFP expression in yeast TOR pathway, primary screen, cell-based, multiplex flow cytometry, S. cerevisiae, MLPCN library | 3 h; GFP as percent of DMSO wells | GFP response vs DMSO, % at 10 µM | actives 0.02% (n = 320,000);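 active = GFP response relative to DMSO above a set limit, near screen average plus 3 SD, cut at about 150% in these data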;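 note: median GFP channel fluorescence of the gated AGP1 strain per well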
GLD-1 RNA inh – GLD-1/TGE RNA complex disruptors, primary screen, biochemical, fluorescence polarization; Female germline-specific tumor suppressor gld-1 (Caenorhabditis elegans), Q17339; purified GLD-1 + fluorescein TGE RNA; inhibition, % at 5.96 µM; actives 0.44% (n = 320,000); AID 2280, 2010;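 active = percent inhibition above a per-plate cutoff, the plate mean of test compounds plus 3 SD, cut at about 30% in these data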;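 note: 0% = DMSO wells with GLD-1 and probe and 100% = wells lacking GLD-1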
BCLXL inh – inhibitors of human Bcl-xL, primary screen, biochemical, fluorescence polarization, HTS; AID 2129, 2009; GST-Bcl-xL / FITC-Bim BH3 peptide fluorescence polarization; actives 0.7% (n = 320,000); Bcl-2-like protein 1 (Homo sapiens), Q07817; inhibition, % at 10.9 µM;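 active = inhibition above the mean of all tested compounds plus 3 SD, cutoff set per campaign, cut at about 30% in these data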;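 note: 0% = DMSO wells and 100% = unlabeled Bim-BH3 peptide competitor; inhibitors lower millipolarization by displacing the labeled peptide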
MEX-5 binding – MEX-5 zinc finger RNA-binding disruptors – biochemical, C. elegans, fluorescence polarization, MLPCN library, primary screen; MEX-5/FITC-TCR2 RNA binding; stronger effect = lower value; activity score (negative = inhibition of binding), % at 10 µM; actives 0.38% (n = 300,000); AID 1832, 2009;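 active = inhibition past about -25% in most replicates, and total fluorescence under double the plate's negative control median, limit read from the data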;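 note: 0% = DMSO and -100% = 5 µM competing unlabeled TCR2 RNA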
CR mimetic SO – reduction of superoxide in aged yeast, primary screen, HTS; S. cerevisiae aged cells, superoxide DHE fluorescence; stronger effect = lower value; superoxide response (% of plate mean), % at 10 µM; actives 0.18% (n = 330,000);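 active = superoxide response under a set limit, about three screen SD below normal, cut at about 65% in these data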;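 note: yeast aged for seven days with compound at 30 °C before DHE staining; 100% = average MFI of all compound-treated wells on the plate with controls excluded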
MCL1 BIM primary – inhibitors of MCL1 binding to BIM-BH3, primary screen, biochemical, fluorescence polarization; actives 0.68% (n = 320,000); GST-MCL1 / FITC-Bim-BH3 fluorescence polarization; AID 2057, 2009; Induced myeloid leukemia cell differentiation protein Mcl-1 (Homo sapiens), Q07820; inhibition, % at 10.9 µM;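 active = inhibition above the mean inhibition of all tested compounds plus 3 SD, set per campaign, cut at about 40% in these data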;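 note: 0% = DMSO wells and 100% = unlabeled Bim-BH3 peptide control; higher means more loss of mP so more displacement of Bim peptide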
GRK2 inh – compounds blocking aptamer binding on GRK2 – biochemical, human GRK2, bead flow cytometry, HTS, primary screen; AID 488847, 2010; FAM-aptamer displacement from GRK2; actives 0.59% (n = 330,000); Beta-adrenergic receptor kinase 1 (Homo sapiens), P25098; inhibition of aptamer binding, % at 10 µM;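 active = inhibition of aptamer binding above 40%, roughly 3 SD of noise, on plates passing a quality check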;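 note: median bead fluorescence of bound FAM aptamer so fluorescent compounds give negative values; no value below 0 was filed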
VLA-4 inh – inhibition in human VLA-4 binding assay, primary screen, VLA-4 allosteric modulator project, MLPCN library, flow cytometry, VLA-4 expressing cells | inhibition, % (about 7 µM as worked out from the volumes in the protocol) | Integrin alpha-4 (Homo sapiens), P13612 | actives 0.2% (n = 330,000) | ligand binding flow cytometry; in the data active = inhibition above about 50%
Target sequence (P13612 whole entry, looked up): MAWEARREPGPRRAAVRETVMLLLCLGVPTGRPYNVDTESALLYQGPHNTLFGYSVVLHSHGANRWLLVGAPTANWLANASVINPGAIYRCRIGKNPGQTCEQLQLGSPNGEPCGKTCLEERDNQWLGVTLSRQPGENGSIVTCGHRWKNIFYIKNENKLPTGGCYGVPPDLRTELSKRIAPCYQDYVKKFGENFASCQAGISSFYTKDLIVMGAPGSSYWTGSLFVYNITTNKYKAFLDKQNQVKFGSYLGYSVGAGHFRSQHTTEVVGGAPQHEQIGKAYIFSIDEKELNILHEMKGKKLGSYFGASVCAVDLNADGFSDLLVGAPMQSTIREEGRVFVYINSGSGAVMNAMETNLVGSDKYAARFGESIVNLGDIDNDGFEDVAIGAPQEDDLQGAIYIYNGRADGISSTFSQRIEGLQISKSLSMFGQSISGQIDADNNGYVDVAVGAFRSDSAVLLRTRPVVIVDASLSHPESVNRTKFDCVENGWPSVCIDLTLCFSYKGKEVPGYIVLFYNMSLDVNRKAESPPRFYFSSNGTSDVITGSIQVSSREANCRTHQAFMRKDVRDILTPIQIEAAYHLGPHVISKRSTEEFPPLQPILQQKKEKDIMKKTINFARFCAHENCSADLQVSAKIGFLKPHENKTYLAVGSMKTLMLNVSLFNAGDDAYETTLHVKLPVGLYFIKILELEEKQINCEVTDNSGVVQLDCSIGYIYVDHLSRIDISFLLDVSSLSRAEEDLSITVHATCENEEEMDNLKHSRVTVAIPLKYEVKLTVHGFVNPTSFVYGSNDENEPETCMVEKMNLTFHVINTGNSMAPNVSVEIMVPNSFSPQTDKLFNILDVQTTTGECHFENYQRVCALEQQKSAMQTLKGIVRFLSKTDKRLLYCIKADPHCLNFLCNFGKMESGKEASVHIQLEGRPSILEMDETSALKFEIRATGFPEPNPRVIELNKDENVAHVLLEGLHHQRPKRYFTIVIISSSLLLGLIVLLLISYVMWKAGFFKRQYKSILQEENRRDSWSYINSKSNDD
CIT2-GFP yeast – modulators of CIT2-GFP expression in yeast, primary screen, S. cerevisiae, GFP fusion, multiplex flow cytometry, MLPCN library; S. cerevisiae CIT2-GFP strain, 3 h; 100 means same as DMSO wells; GFP response vs DMSO, % at 10 µM; actives 0.065% (n = 320,000);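 active = GFP response relative to DMSO above a set limit, near the screen mean plus 3 SD, cut at about 150% in these data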;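 note: ratio of well median GFP fluorescence to mean of DMSO wells on the plate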
Starred values were filed as active, the others as inactive; · = no result given; & = joins results of further samples.

SMILES	AGP1 TOR yeast	GLD-1 RNA inh	BCLXL inh	MEX-5 binding	CR mimetic SO	MCL1 BIM primary	GRK2 inh	VLA-4 inh	CIT2-GFP yeast
COc1ccccc1NC(=O)CSc1nncn1-c1ccccc1	120	6	-2	1.1	97	5	0	4	124
O=C(Nc1cc(S(=O)(=O)N2CCOCC2)ccc1N1CCOCC1)c1cccc(S(=O)(=O)N2CCCCC2)c1	102	-5	-5	1.7	124	1	0	3	91
CC(=O)c1cccc(S(=O)(=O)NCCC(=O)O)c1	100	2	4	0.0	88	-2	1	13	100
CC(Sc1ccccc1)C(=O)N/N=C/c1ccccc1 (centres undefined)	105	3	2	0.5	88	-1	4	-7	101
Cc1cc(NC(=O)COc2ccc(N(C)S(=O)(=O)c3ccccc3)cc2)no1	93	3	-4	2.2	99	3	0	-6	87
CCCCc1nc2cc(C(=O)N3CCCCC3CCNC(C)=O)ccc2o1 (centres undefined)	102	-5	-1	·	81	5	0	5	99
COc1ccc(-n2nc(C(=O)NCC(=O)NCC3CCCO3)c3ccccc3c2=O)cc1Cl (centres undefined)	100	0	-5	·	102	-8	0	-6	99
COc1ccc(NC(=O)c2ccccc2CC[N+](=O)[O-])cc1	103	-3	4	-1.5	97	3	0	-10	88
Cc1c(NC(=O)c2nn3c(C(F)(F)F)cc(-c4ccccc4)nc3c2Br)c(=O)n(-c2ccccc2)n1C	109	-4	7	-1.7	95	10	0	2	109
Cc1cc(C)c2nc(C(F)(F)F)nc(N3CC(C)OC(C)C3)c2c1 (centres undefined)	94	0	4	-0.7	97	4	2	1	89
O=S(=O)(NCc1ccccc1)c1ccc(S(=O)(=O)N(Cc2cccs2)CC2CCCO2)cc1 (centres undefined)	·	10	-5	1.0	121	-7	1	3	100
Cc1cc(C(=O)N/N=C/c2cccc([N+](=O)[O-])c2)c(C)n1-c1ccccc1	96	5	2	-0.2	107	1	3	3	94
CC(=O)N1CCCC1(C(=O)O)c1ccccc1 (centres undefined)	108	3	5	0.6	99	2	0	9	105
OCCNc1nnc(-c2ccccc2)c(-c2ccccc2)n1	108	2	-1	-1.6	111	-3	0	25	91
COc1cc(C(=O)NCc2ccc(-n3cccc3)cc2)cc(OC)c1OC	94	-1	4	-1.3	100	3	1	2	90
COc1ccc(/C=N/Nc2nc(=O)[nH]nc2C)cc1OC	95	5	4	1.4	98	0	0	-2	90
Cc1c(CC(=O)NCCC(C)C)c(=O)oc2cc3c(cc12)CCC(C)(C)O3	98	6	4	2.9	114	0	2	7	107
O=C(Nc1ccccc1N1CCN(c2ccc(F)cc2)CC1)c1ccccc1	97	9	-2	3.0	100	0	0	10	98
O=c1cc(O)nc(SC23CC4CC(CC(C4)C2)C3)[nH]1	107	-1	-2	1.2	100	5	0	23	101
Cc1cccc(N2CCN(C(=O)CCS(=O)(=O)c3ccc4c(c3)oc(=O)n4C)CC2)c1C	93	-2	5	1.8	69	1	0	2	103
O=C(NCCc1ccc(Cl)cc1Cl)C1=CC=CN2CCS(=O)(=O)N=C12	89	3	15	·	88	-3	0	-1	88
CCC/C(=N\NC(=O)CNC(=O)/C=C/c1ccco1)c1ccccc1	105	2	9	-1.9	128	6	0	-7	108
CCN(CC)Cc1c[nH]c2c(C(=O)OC)cccc12	93	-6	1	3.3	102	-4	0	-11	98
COc1ccc(CCNC(=O)Cc2cccs2)cc1OC	101	0	-4	-1.0	102	-3	4	-4	100
C=CCOC(=O)C1=C(C)NC(=O)NC1/C=C/c1ccccc1OC (centres undefined)	90	-7	-4	-0.3	79	-6	1	9	94
O=[N+]([O-])c1ncn(C23CC4CC(CC(C4)C2)C3)n1	111	-5	2	-0.6	96	0	4	24	106
Cc1cccc(C)c1NC(=S)N/N=C/c1c(Cl)cccc1Cl	103	-1	-4	0.3	112	-3	2	2	99
CCOC(=O)c1c(NC(=O)COC(=O)c2cccnc2OCC)sc(C(=O)N(CC)CC)c1C	108	-1	·	·	101	·	10	5	114
CC1(C)CC(=O)C(=Cc2cn(CCC#N)nc2-c2ccc(Cl)cc2)C(=O)C1	95	0	3	0.9	86	17	2	5	78
O=C(O)c1cccnc1-c1ncccc1C(=O)O	97	5	6	-1.5	89	-3	2	-5	95
CN(C(=O)COC(=O)C1=COCCO1)C1(C#N)CCCCC1	91	-3	0	·	98	1	0	4	89
Cc1nn(C)c(C)c1NC(=O)c1ccc(Cl)cc1	102	4	1	0.6	89	3	0	-3	·
COc1ccc(CCNC(=O)c2nnn(-c3cccc(C)c3)c2N)cc1OC	96	-2	1	0.2	91	-1	0	0	89
CC1CC(C)CN(C(=O)c2ccc3c(c2NCCO)C(=O)c2ccccc2C3=O)C1 (centres undefined)	100	6	19	-11	142	21	0	-54	94
CCC(C(=O)Nc1c2c(nn1C(C)(C)C)CS(=O)(=O)C2)c1ccccc1 (centres undefined)	108	5	2	-1.6	100	8	1	6	103
O=C(Cn1nc(-c2ccc3c(c2)OCCO3)ccc1=O)Nc1ccc(N2CCOCC2)cc1	114	1	0	-3.8	106	3	0	0	113
Cc1cc(C)c(OCC(=O)Nc2ccc(N3CCOCC3)cc2)c(Br)c1	93	-3	8	-0.6	112	2	3	5	94
CCCCC(C(=O)O)C(C)CC(=O)Nc1nncs1 (centres undefined)	105	4	4	-0.8	114	-1	0	-5	100
N=C(N)SCc1nc2ccccc2c(=O)n1-c1ccccc1	101&95	1&1	11&10	0.6	109&100	4&1	0&0	8&-4	91&101
Cc1nnc(SCC(=O)NNC(=O)c2ccc(Br)cc2)n1C	102	10	9	-1.4	106	4	6	-4	100
C=CCN1C(=O)[C@]2(c3ccccc31)C1CCCC=C1C(C#N)=C(N)C2(C#N)C#N (some centres undefined)	99	-1	-5	2.3	100	-6	0	1	103
CCC(=O)N1CCc2cc(S(=O)(=O)CCC(=O)Nc3cccc(C)n3)ccc21	103	4	5	1.7	96	14	8	1	102
CNc1c([N+](=O)[O-])cnn1-c1ccc(F)cc1	97	-4	1	0.3	94	-2	0	23	89
COC(=O)c1c(NC(=O)CCNCc2ccco2)sc2c1CCC2	100	0	0	-0.2	98	6	0	7	94
CC(CNc1ccccc1O)C(=O)O (centres undefined)	95	10	15	-15	93	13	62*	-8	98
O=C(CC1C(=O)NCCN1Cc1ccc(-c2ccccc2)cc1)NCCOc1cccnc1 (centres undefined)	98	8	11	-1.6	99	14	0	-5	100
CCC1CCCCN1CCCNC(=O)C1CCC(Cn2c(=O)[nH]c3ccccc3c2=O)CC1 (centres undefined)	103	-2	5	0.4	105	1	0	10	102
CC(C)=CCCC1(C)C=Cc2c(ccc3c2[nH]c2cc(O)c(C)cc23)O1 (centres undefined)	97	7	2	-2.2	90	-3	0	11	92
Cc1ccc(NC(=O)CSc2ncc(-c3ccccc3)n2C(=O)c2ccccc2)cc1	105	1	3	-2.4	101	-2	2	24	94
O=C(O)c1ccc(N2C(=O)CC(Cc3ccccc3)C2=O)cc1 (centres undefined)	101	0	8	3.2	97	4	5	11	97
Later entries.
SMILES	AGP1 TOR yeast	GLD-1 RNA inh	BCLXL inh	MEX-5 binding	CR mimetic SO	MCL1 BIM primary	GRK2 inh	VLA-4 inh	CIT2-GFP yeast
CC(=O)NC1=NN(C(C)=O)C(C)(c2ccccc2)S1 (centres undefined)	93	-5	4	-0.8	107	4	0	9	87
CCCCOCCCNC(=O)c1cccc(OC)c1	97	3	3	-0.4	114	6	0	-26	92
Cc1ncsc1CCSc1nc2ccccc2c(=O)n1C	86	7	7	-3.2	84	7	0	-12	88
Cc1cc(NC(=O)CCN2C(=O)/C(=C\c3ccccc3Cl)SC2=S)no1	101	-9	-2	-1.5	107	10	2	-4	106
CC(C)c1ccc(NC(=O)C(c2ccccc2)N2CCN(C=O)CC2)cc1 (centres undefined)	104	-1	1	0.6	92	-1	3	-1	95
CCOC(=O)c1ccccc1NC(=O)Cn1c(-c2nonc2N)nc2ccccc21	103	1	-1	-7.9	99	-7	1	49	99
Cc1ccc(C(=O)NCCNc2ccc([N+](=O)[O-])cc2C(F)(F)F)cc1	93	2	3	0.1	101	8	0	11	80
CC1CCC(NCCNC(=O)c2ccco2)CC1 (centres undefined)	107	1	9	1.1	95	4	0	19	103
Cc1nc2c(-c3ccccc3)c(C)nn2c(C)c1CCC(=O)O	100	6	6	0.0	111	5	0	23	97
O=c1cc(CSc2nnc(-c3cccs3)n2Cc2ccccc2)nc2sc3ccccc3n12	102	1	0	1.8	101	21	2	-5	96
CC(C)(C)[C@H]1COC(=O)CC/C=C\C[C@@H](CC(=O)N[C@H](CO)Cc2ccccc2)C(=O)N1	112	2	·	·	105	·	2	10	101
CCCCC(CC)CNC(=O)/C=C/c1ccc(F)cc1 (centres undefined)	90	2	7	-1.5	96	7	0	2	89
CCN(CC)S(=O)(=O)c1ccc(C)c(NC(=S)NNC(=O)C2CC2)c1	101	0	1	-2.4	95	7	0	-1	113
Cc1ccccc1-n1c(=O)cc(N2CCC3(CC2)OCCO3)[nH]c1=O	103	10	1	-1.1	90	-3	1	4	100
COC(=O)[C@H](C)NC(=O)Nc1cccc(C)c1	89	1	9	-0.2	100	8	1	0	79
Cc1cc(OC(C)C(=O)NCCCN2CCOCC2)c2c(C)cc(=O)oc2c1 (centres undefined)	101	5	1	0.9	104	6	0	16	103
CCOc1ccc(/C=N/NC(=O)c2ccc(Cn3cc([N+](=O)[O-])cn3)o2)cc1	112	-4	-3	0.0	97	-10	0	9	100
c1ccc(COCCCn2cc(-c3ccccc3)nn2)cc1	95	1	5	0.1	100	2	0	-14	90
CCn1cc(C(=O)NCc2ccc(OC)cc2)c(=O)c2ccc(C)nc21	92	-8	-5	-1.4	106	-10	0	3	100
CC(=O)Cc1nsc(NC(=O)c2ccc(F)cc2)n1	98	4	8	0.6	97	10	0	-2	102

The closing 2 compounds of the section before come first, to join the parts.
SMILES	AGP1 TOR yeast	GLD-1 RNA inh	BCLXL inh	MEX-5 binding	CR mimetic SO	MCL1 BIM primary	GRK2 inh	VLA-4 inh	CIT2-GFP yeast
CCn1cc(C(=O)NCc2ccc(OC)cc2)c(=O)c2ccc(C)nc21	92	-8	-5	-1.4	106	-10	0	3	100
CC(=O)Cc1nsc(NC(=O)c2ccc(F)cc2)n1	98	4	8	0.6	97	10	0	-2	102
CC1C(=O)C(C)C(c2ccc([N+](=O)[O-])cc2)NC1c1ccc([N+](=O)[O-])cc1 (centres undefined)	100	-1	3	-1.0	91	0	3	7	100
COc1ccc(CCC(=O)Nc2ccccc2C(F)(F)F)cc1	96	5	5	2.9	104	5	3	1	94
O=C(NCc1ccco1)c1cc(-c2cccnc2)nc2ccc(Cl)cc12	·	8	8	2.3	93	7	0	-2	122
Oc1ccccc1-c1cc(-c2ccc(Cl)cc2)n[nH]1	90	9	1	1.2	97	0	3	3	91
CC1CCN(CCC(=O)Nc2ccc(Br)cc2)CC1	102	-1	3	0.2	106	7	0	7	102
